USP2a block – USP2a (human) protease inhibition | O75604 | USP2 core, Ub-CHOP2 coupled fluorogenic reporter, 485/531 | Potency, µM (series often up to 38.3 µM), for the others: at the highest dose activity change, negative = inhibition, most hits filed as inhibitors | actives 0.01% (n = 330,000);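 further: potency means the concentration at half of the fitted maximal effect; plate controls were DMSO wells for no effect and full inhibition by NEM control for full effect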
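Cell-free coupled assay: 10nM USP2 core preincubated 30min RT with compound in Tris-HCl pH 8.0/CaCl2/CHAPS buffer, then 25nM Ub-CHOP2 and 25nM reporter substrate; fluorescence (Ex 485/Em 531) read after 60min RT, normalized to NEM inhibition, concentration-response curves fitted.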
B2AR arrestin – recruits beta-arrestin to the human beta2-adrenergic receptor; beta-arrestin recruitment to beta2AR, cell-based reporter; Potency, µM (top dose mostly 46.1 µM), without a hit: at the highest dose activation, most hits filed as activators; actives 0.02% (n = 330,000); AID 492947;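 further: potency means the concentration at half of the fitted maximal effect; 0% = DMSO controls and full agonism = EC100 isoproterenol or metaproterenol; nearly all actives have a fitted effect of over 65% in size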
TSHR antagonist – human thyrotropin receptor antagonism; P16473; TSHR-expressing cells, TSH-stimulated cAMP HTRF, 2 h; stronger effect = lower value; activity change, negative = inhibition, % at 11.5 µM; actives 0.2% (n = 330,000);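 active means activity change below a set negative limit, meaning inhibition stronger than a set level, cut at about -70% in these data; inconclusive means activity change between two set negative limits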; further: on the % scale 0 is the no-effect control and ±100 the full control effect
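Antagonism was scored as loss of TSH-driven cAMP in TSHR cells, stimulated with 4nM TSH (EC80) for 2 hours at 37 deg C and detected by homogeneous HTRF competition immunoassay.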
PTAP TSG101 blk – blocks PTAP/TSG101 interaction to inhibit HIV-1 budding; Q99816; Fluorescence polarization, FITC-PTAP peptide / Tsg101 binding; Potency, µM (series often up to 115 µM), for inactives: at the highest dose activity change, negative = inhibition, usual class: inhibitors; 340,000 tested, under 10 active; AID 493005; active means well fitted inhibition curve with a large enough effect in the main read-out, with a control signal flat, not every such curve was filed as active; inconclusive means small, poorly fitted or top-dose-only effect, or effect the other way, or a change in a side signal; inactive means no such curve, though single readings can be large or run the other way; further: potency means the concentration at half of the fitted maximal effect; % of control where 0% means no effect
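Steps: Tsg101 binding domain dispensed (10 uM final), compounds pinned in DMSO, FITC-labeled PTAP-motif peptide added (50 nM final); after 20 min binding at room temperature, polarization measured.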
ELG1 DNA repair – inhibitors of ELG1-dependent DNA repair in HEK293T cells | HEK293T ELG1-luciferase reporter, luminescence, 16 h; DNA damage induced by 5-fluorouridine | actives 2.3% (n = 330,000) | Potency, µM (highest dose often 46.1 µM), for inactives: top-dose activity change, negative = inhibition, usual class: inhibitors; further: potency means the concentration at half of the fitted maximal effect; on the % scale 0 is the no-effect control and ±100 the full control effect; nearly all actives have a fitted effect of over 55% in size
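Overnight (16 hr) co-exposure of 2,000 cells/well to 5-fluorouridine and compound at 37 °C preceded detection. Luciferase was quantified via ONE-Glo luminescence; loss of signal denotes inhibition.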
Mito fusion yeast – blocks mitochondrial division or promotes mitochondrial fusion | AID 485298 | S. cerevisiae fusion-defective mutant growth rescue, CellTiterGlo 48 h | Potency, µM (series often up to 46.1 µM), for inactives: at the top dose growth rescue (activation), actives largely listed as activators | actives 0.23% (n = 320,000);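 further: potency means the concentration at half of the fitted maximal effect; % of control where 0% means no effect; nearly all actives have a fitted effect of over 45% in size; temperature-sensitive fusion mutants such as fzo1-1 at 37 °C on non-fermentable ethanol glycerol medium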
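Yeast fusion mutant, YPEG (non-fermentable carbon), compound, 48 h at 37C non-permissive; CellTiterGlo added, 10 min RT, luminescence read. Rescued growth = division inhibition.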
Eya2 inh – inhibitors of human Eya2 phosphatase activity | O00167 | recombinant Eya2, OMFP fluorescence dephosphorylation (OMFP is methylfluorescein phosphate) | Potency, µM (top dose mostly 76.9 µM), for the others: top-dose activity, negative = inhibition, most hits filed as inhibitors | actives 0.006% (n = 330,000) | AID 488837; further: potency means the concentration at half of the fitted maximal effect; on the % scale 0 is the no-effect control and ±100 the full control effect
Target sequence (O00167 whole entry, looked up): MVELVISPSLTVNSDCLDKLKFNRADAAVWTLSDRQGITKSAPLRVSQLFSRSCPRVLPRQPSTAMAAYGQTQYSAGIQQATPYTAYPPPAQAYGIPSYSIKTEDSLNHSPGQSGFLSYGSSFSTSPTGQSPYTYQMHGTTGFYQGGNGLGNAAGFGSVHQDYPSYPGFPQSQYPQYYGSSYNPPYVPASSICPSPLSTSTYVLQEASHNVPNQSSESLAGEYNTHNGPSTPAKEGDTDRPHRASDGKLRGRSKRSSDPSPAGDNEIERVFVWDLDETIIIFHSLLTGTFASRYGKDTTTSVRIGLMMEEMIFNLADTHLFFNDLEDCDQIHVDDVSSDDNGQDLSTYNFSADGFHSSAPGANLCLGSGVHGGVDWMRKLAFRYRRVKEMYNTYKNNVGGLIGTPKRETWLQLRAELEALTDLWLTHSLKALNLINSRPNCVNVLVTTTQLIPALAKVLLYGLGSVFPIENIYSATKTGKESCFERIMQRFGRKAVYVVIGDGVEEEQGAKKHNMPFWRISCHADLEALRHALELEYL
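Eya2 protein (added as 0.2 uM solution) was preincubated with compound for 10 min at ambient temperature in 50 mM HEPES pH 7.5, 50 mM NaCl, 5 uM MgCl2, 0.05% BSA, 1 mM DTT. OMFP (added at 50 uM) then reacted 10 min; fluorescence read at 485/525 nm.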
Chronic BCR inh – blocks chronic active B-cell receptor signaling; ABC-DLBCL IkBa-CBG/CBR reporter, luminescence ratio, 4 h; Potency, µM (titrated, usually from 46.1 µM), for the others: at the highest dose ratio change, negative = lower green/red ratio, usual class: inhibitors; actives 0.05% (n = 340,000); active means well fitted inhibition curve with a large enough effect in the signal ratio, with a control signal flat, not every such curve was filed as active; inconclusive means small, poorly fitted or top-dose-only effect, or effect the other way, or a change in a side signal; the % refers to the signal ratio;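 further: potency means the concentration at half of the fitted maximal effect; plate controls were basal doxycycline-induced cells for no effect and cells given 10 µM MG132 for full effect; MG132 reads +100%, hits lower the ratio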
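TMD8 human ABC-DLBCL cells with doxycycline-inducible IκBα–green luciferase fusion and unfused red luciferase, in 0.5% FBS medium; compounds up to 46 uM, 4 h at 37C. Green/red luminescence ratio, filter-overlap corrected, fitted to concentration-response curves.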
Tb PFK inh – T. brucei PFK enzyme inhibition | O15648 | Potency, µM (highest dose often 57.5 µM), for the others: at the top dose activity, negative = inhibition, usual class: inhibitors | actives 0.17% (n = 330,000) | T. brucei PFK, ADP-Glo luminescence;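 further: potency means the concentration at half of the fitted maximal effect; 0% = uninhibited 1x PFK enzyme wells and -100% = no-enzyme wells; nearly all actives have a fitted effect of over 60% in size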
Target sequence (O15648 whole entry, looked up): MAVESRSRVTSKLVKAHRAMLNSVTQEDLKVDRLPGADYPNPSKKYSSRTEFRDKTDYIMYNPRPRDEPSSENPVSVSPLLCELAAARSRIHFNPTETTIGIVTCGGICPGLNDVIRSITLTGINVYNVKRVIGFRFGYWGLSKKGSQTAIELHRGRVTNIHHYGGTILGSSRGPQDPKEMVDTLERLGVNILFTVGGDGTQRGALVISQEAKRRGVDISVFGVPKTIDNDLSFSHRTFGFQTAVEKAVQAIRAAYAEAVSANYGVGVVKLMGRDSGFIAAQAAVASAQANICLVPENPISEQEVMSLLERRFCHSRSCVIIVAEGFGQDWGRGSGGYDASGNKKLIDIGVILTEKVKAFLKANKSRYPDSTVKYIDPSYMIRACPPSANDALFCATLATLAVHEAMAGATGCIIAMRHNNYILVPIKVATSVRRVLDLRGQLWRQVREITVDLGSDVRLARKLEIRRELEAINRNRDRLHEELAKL
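PFK 1.25 nM, F6P 0.5 mM, ATP 0.1 mM, 0.1 M TEA pH 8.0, 5 mM MgCl2, 0.01% Tween20, 0.1% BSA; 45 min RT. ADP-Glo readout. qHTS titration up to 57 uM; curves fitted, compounds curve-classed.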
TCR activator – T cell receptor activation; primary human leukocytes, anti-CD3, IL-2 HTRF, 48 h; 330,000 tested, under 10 active; AID 504894; Potency, µM (titrated, usually from 9.22 µM), inactives show at the top dose activation of IL-2 secretion, most hits filed as activators; further: % of control where 0% means no effect
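Compounds are tested in HTS on primary human leukocytes co-incubated with a-CD3 beads for 48 hr. IL-2 output is measured by time-resolved FRET.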
uPA generation – cell surface uPA generation inhibition; cell surface uPA generation assay, qHTS; Potency, µM (highest dose often 38.3 µM), for inactives: at the highest dose activity change, negative = inhibition, usual class: inhibitors; actives 0.31% (n = 330,000); active means well fitted inhibition curve with a large enough effect; inconclusive means small, poorly fitted or top-dose-only effect; inactive means no such curve, though single readings can be large or run the other way; tested in mouse RAW 264.7 cells; further: potency means the concentration at half of the fitted maximal effect; on the % scale 0 is the no-effect control and ±100 the full control effect; nearly all actives have a fitted effect of over 55% in size
* hit, by the source's call; ? = inconclusive; nt = not tested or not shown; [ ] = another dose, or the depositor's remark. Unless noted, the call rests on the fitted dose curve; in most records, active means well fitted curve in the direction sought with a large enough effect; inconclusive means small, poorly fitted or top-dose-only effect, or another doubt; inactive means no such curve, though single readings can be large; an effect the other way counts as inactive or inconclusive. The list is partial, so the mix of outcomes need not match the whole.

SMILES | USP2a block | B2AR arrestin | TSHR antagonist | PTAP TSG101 blk | ELG1 DNA repair | Mito fusion yeast | Eya2 inh | Chronic BCR inh | Tb PFK inh | TCR activator | uPA generation
Cc1ccc2c(c1)C1CN(C)CCC1N2C(=O)Cn1cnc2c1c(=O)n(C)c(=O)n2C (stereo unspecified) | 0% | 0.1% | 6 | -6% | 5% | 4% | -10% | 1% | 2% | -9% | 0%
Cc1cccc(CSc2nc3c(cc2C#N)CN(C)CC3)c1 | -1% | 0.0% | -5 | -1% | 2% | -7% | 10% | 8% | -8% | 0% | -2%
CC1(C)Cc2c(sc3nc4n(-c5ccccc5)c(=O)c(CCC(=O)O)nn4c(=O)c23)CO1 | 4% | -0.6% | -6 | -7% | ? | 1% | 0% | 0% | -4% | -1% | -8%
COc1ccc(CN2CCN(Cc3ccccc3F)CC2)cc1 | 0% | 0.2% | 0 | -1% | ? | -9% | 10% | 0% | -4% | 5% | -7%
N#CC(C#N)=NNc1ccc(-n2ccc(C(F)(F)F)n2)cc1 | 1% | -0.6% | -76* | -2% | ? | -3% | 12% | ? | -3% | -6% | -16%
Brc1cccc(CNCCc2ccc3c(c2)OCO3)c1 | -2% | -0.6% | 7 | 0% | -23% | -9% | -5% | 0% | -23% | nt | -11%
O=c1[nH]c(=S)[nH]c(O)c1N=Nc1ccc(S(=O)(=O)N2CCOCC2)cc1 | 1% | -0.1% | 13 | -2% | ? | 7% | 1% | 15% | -25% | 0% | 18%
CC(=O)N1CCN(CC(=O)Nc2ccc(C#N)c(Cl)c2)CC1 | -3% | 0.1% | -2 | -3% | -2% | -1% | -9% | -11% | -5% | 2% | 3%
CCCOc1ccc(N2C(=O)CC(N3CC=C(c4ccccc4)CC3)C2=O)cc1 (stereo unspecified) | 1% | 0.0% | 4 | -3% | 1% | -2% | -7% | -1% | 0% | -6% | -1%
C[C@@H]1CC2C3CC=C4C[C@@H](O)CC[C@]4(C)C3CC[C@]2(C)[C@H]1O (stereo partly specified) | 3% | -0.6% | -13 | -1% | -15% | nt | -22% | 1% | -1% | 11% | 0%
CC(=O)OC1(c2ccccc2)CC(C(C)(C)C)CN(C(C)(C)C)C1 (stereo unspecified) | 0% | -0.1% | 4 | -2% | 7% | -1% | 2% | 1% | 8% | -3%[46.1 µM] | 4%
CC(C)(C)c1ccc(OC(=O)N2CCCCC2)cc1 | 4% | 0.4% | -2 | -4% | ? | 8% | 0% | 0% | -4% | 1% | 0%

An excerpt from above with just Mito fusion yeast.
Molecule | Mito fusion yeast
COc1ccc(CN2CCN(Cc3ccccc3F)CC2)cc1 | -9%
N#CC(C#N)=NNc1ccc(-n2ccc(C(F)(F)F)n2)cc1 | -3%
Brc1cccc(CNCCc2ccc3c(c2)OCO3)c1 | -9%
O=c1[nH]c(=S)[nH]c(O)c1N=Nc1ccc(S(=O)(=O)N2CCOCC2)cc1 | 7%

More results follow.
SMILES | USP2a block | B2AR arrestin | TSHR antagonist | PTAP TSG101 blk | ELG1 DNA repair | Mito fusion yeast | Eya2 inh | Chronic BCR inh | Tb PFK inh | TCR activator | uPA generation
CN1C2CCC1CC(OC(=O)c1ccc([N+](=O)[O-])cc1)C2 (stereo unspecified) | -1% | -0.5% | 8 | 0% | 0% | 4% | -16% | 1% | -1% | -1%[46.1 µM] | -5%
COC(=O)C1=C(c2cccc(OCc3ccccc3)c2)C[C@@H]2CC[C@H]1N2C(=O)NCCc1ccc(F)cc1 | -5% | -0.2% | 17 | -4% | ? | ? | -3% | -7% | 1% | 15% | ?
CC(C)CNC(=O)C(=O)N/N=C/c1cccs1 | -1% | -1.1% | 10 | 0% | ? | -2% | 5% | ? | 2% | -59% | nt
CCOC(=O)C(NC(=O)CCl)(Nc1ccc(C(O)(C(=O)OCC)C(F)(F)F)cc1)C(F)(F)F (stereo unspecified) | 3% | -1.1% | -5 | -1% | -6% | 0% | -1% | -14% | 0% | 2%[46.1 µM] | -18%
Cc1ccc(-c2nn(Cc3ccccc3)cc2C=O)cc1C | -2% | 0.2% | 10 | -1% | ? | 25% | -7% | 3% | -2% | -1%[46.1 µM] | 2%
CSc1nc(N)c(N=Nc2ccc([As](=O)(O)O)cc2)c(=O)[nH]1 | 4% | -0.2% | 3 | -5% | -6% | -3% | ? | ? | -14% | -4% | 0%
CCSc1nnc(NC(=O)COc2ccccc2[N+](=O)[O-])s1 | -6% | 0.0% | 7 | -3% | ? | -3% | -4% | ? | -1% | 1% | 1%
C[C@@H](N)Cc1cnc[nH]1 | nt | nt | -3 | -1% | nt | 12% | -1% | nt | nt | 3% | 18%
NS(=O)(=O)c1ccc(-c2ccc(C=C3C(=O)NC(=S)NC3=O)o2)cc1 | 3% | -1.0% | 0 | nt | 6% | 1% | 6% | -7% | -12% | nt | nt
CCc1ccc(N2C(=O)NC(=O)C(Cc3ccc(OC)cc3OC)C2=O)cc1 (stereo unspecified) | 1% | 0.1% | 1 | -4% | 2% | -1% | -25% | 2% | -17% | 12% | 1%
COc1ccccc1CNS(=O)(=O)c1ccc2c(c1)oc(=O)n2C | 7% | -0.9% | 7 | 1% | 0% | 1% | 14% | ? | -4% | -4% | 9%
COc1ccccc1-n1c(O)c(C=NCc2ccc3c(c2)OCO3)c(=O)[nH]c1=O | 1% | -0.1% | 0 | -2% | 0% | -2% | 7% | ? | 4% | 1% | -2%
C=Cn1ccnc1P(=S)(c1nccn1C=C)c1nccn1C=C | -2% | 0.0% | 25 | -2% | 0% | 0% | 8% | 1% | 4% | nt | 4%
COc1ccc(C(=O)C2CCCN(CCO)C2)c(C)c1 (stereo unspecified) | -2% | -0.5% | -9 | -1% | 1% | -1% | 12% | -6% | 0% | -2% | 0%
Nc1ccccc1C(=O)c1ccccc1 | -2% | -0.1% | 8 | -1% | 15% | 3% | -10% | ? | 1% | 0% | 5%
CN(C)C1C(=O)C(C(N)=O)=C(O)C2(O)C(=O)C3=C(O)c4c(O)cccc4C(C)(O)C3C(O)C12 (stereo unspecified) | -4% | -0.1% | -13 | -1% | ? | 0% | -2% | ? | ? | -7% | 23%
O=c1[nH]c(O)c(C=NCCc2ccccc2)c(=O)[nH]1 | 1% | 0.5% | 7 | 0% | 0% | 0% | -1% | 2% | -7% | 0% | 0%
CCCCn1c(O)c(C(=O)/C=C/c2c[nH]c3ccccc23)c(=O)[nH]c1=O | 0% | -0.3% | 32 | ? | ? | -4% | 31% | 3% | -21% | 5% | 3%
NNC(=O)c1nc[nH]c1C(=O)Nc1ccc(Cl)cc1C(=O)c1ccccc1 | -1% | -0.4% | 0 | -8% | -1% | 0% | 10% | -3% | 0% | -3% | -12%
CCCOP(=O)(O)c1c([N+](=O)[O-])cc(C(F)(F)F)cc1[N+](=O)[O-] (tested in a mixture with another compound) | 3% | -0.4% | 7 | -6% | ? | -4% | 7% | -3% | 2% | nt | 4%
CCOP(=O)(OCC)C(NC(=O)c1cccc([N+](=O)[O-])c1)C(Cl)(Cl)Cl (stereo unspecified) | 0% | -0.5% | 0 | 1% | -5% | 0% | ? | ? | -3% | -1% | 3%
COC(=O)C1=C(c2ccc(F)cc2OCc2ccccc2)C[C@@H]2CC[C@H]1N2C(=O)NC1CC1 | 2% | -0.2% | 44 | -9% | 14% | 13% | 9% | ? | -7% | 3% | -2%
O=C1NC(=S)NC(=O)C1C1CCCCC1 | 9% | -0.3% | 4 | -10% | 7% | -4% | 4% | 7% | -2% | 1% | 24%

As entered above:
TSHR antagonist, `Nc1ccccc1C(=O)c1ccccc1` → 8
Eya2 inh, `O=c1[nH]c(O)c(C=NCCc2ccccc2)c(=O)[nH]1` → -1%

Screening data (PubChem BioAssay)
